Assay outcomes: PubChem BioAssay, National Center for Advancing Translational Sciences (NCATS)
uPA surface inh = qHTS for Inhibitors of Cell Surface uPA Generation; Potency, µM (highest dose often 38.3 µM), inactives show at the highest dose activity change, negative = inhibition, usual class: inhibitors; 0.31% of 330,000 active; cell surface uPA generation assay, qHTS; active = well fitted inhibition curve with a large enough effect; inconclusive = small, poorly fitted or top-dose-only effect; inactive = no such curve, though single readings can be large or run the other way; tested in mouse RAW 264.7 cells; note: potency is the fitted concentration of half-maximal effect; nearly all actives have a fitted effect of over 55% in size
USP2a block = qHTS Assay for Inhibitors of Ubiquitin-specific Protease USP2a Using CHOP2 as the Reporter; Ubiquitin carboxyl-terminal hydrolase 2 (Homo sapiens), O75604; USP2 core, Ub-CHOP2 coupled fluorogenic reporter, 485/531; Potency, µM (top dose mostly 38.3 µM), inactives show at the highest dose activity change, negative = inhibition, hits mostly inhibitors; 0.01% of 330,000 active;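 note: potency is the fitted concentration of half-maximal effect; plate controls were DMSO wells for no effect and full inhibition by NEM control for full effect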
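Cell-free coupled assay: 10nM USP2 core preincubated 30min RT with compound in Tris-HCl pH 8.0/CaCl2/CHAPS buffer, then 25nM Ub-CHOP2 and 25nM reporter substrate; fluorescence (Ex 485/Em 531) read after 60min RT, normalized to NEM inhibition, concentration-response curves fitted.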
Eya2 phos inh = qHTS Assay for Inhibitors of the Phosphatase Activity of Eya2 | 0.006% of 330,000 active | recombinant Eya2, OMFP fluorescence dephosphorylation (OMFP is methylfluorescein phosphate) | Protein phosphatase EYA2 (Homo sapiens), O00167 | Potency, µM (highest dose often 76.9 µM), without a hit: at the top dose activity, negative = inhibition, usual class: inhibitors; note: potency is the fitted concentration of half-maximal effect
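Eya2 protein (added as 0.2 uM solution) was preincubated with compound for 10 min at ambient temperature in 50 mM HEPES pH 7.5, 50 mM NaCl, 5 uM MgCl2, 0.05% BSA, 1 mM DTT. OMFP (added at 50 uM) then reacted 10 min; fluorescence read at 485/525 nm.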
GALK inh = qHTS Assay for Inhibitors of Human Galactokinase (GALK); Purified GALK, Kinase-Glo residual ATP luminescence; Potency, µM (top dose mostly 57.5 µM), for inactives: at the top dose activity change, negative = inhibition, hits mostly inhibitors; 0.007% of 270,000 active; note: potency is the fitted concentration of half-maximal effect
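Compounds were pin-transferred into ATP buffer (35 uM final), then GALK plus galactose (5 nM, 100 uM final) was added. After 1 h at room temperature, Kinase-Glo Plus was added and luminescence read after 10 min.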
KCNH2 3.1 block = qHTS for Inhibitors of KCHN2 3.1: Mutant qHTS; Potassium voltage-gated channel subfamily H member 2, brain isoform KCNH2 3.1 (human); U2OS KCNH2 3.1, thallium flux FluxOr; hits give low values; activity change, % (tested at about 1.8 µM); 0.95% of 340,000 active; AID 720553, 2013;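 active = maximum activity change below -70%; inconclusive = maximum activity change from -70% to -50%; inactive = maximum activity change above -50%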;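 note: thallium influx rate constant from kinetic fluorescence after stimulation buffer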
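We transduce U2OS cells with the mutant 3.1 virus, culture them overnight, load FluxOr with Red40 quencher for 45 min, then add stimulation buffer and read kinetically for 2 min to derive a normalized rate constant.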
Coupling enz = qHTS Assay for Inhibitors of Fructose-1,6-bisphosphate Aldolase from Giardia Lamblia: Coupling assay counterscreen; coupling enzyme system counterscreen, AmpLite Red fluorescence; activity change, negative = inhibition, % at 58.2 µM, hits read low; 0.67% of 290,000 active; in the data active = activity change below about -30%
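First, compound is pin-transferred into glyceraldehyde-3-phosphate coupling-enzyme reagent at 57.5 uM final and held 10 min at RT. Next, substrate, coupling system and AmpLite Red are added. After 20 min RT, fluorescence (525/598 nm) is read.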
Chronic BCR inh = qHTS Assay to Find Inhibitors of Chronic Active B-Cell Receptor Signaling; Potency, µM (doses to about 46.1 µM), for inactives: at the highest dose ratio change, negative = lower green/red ratio, usual class: inhibitors; 0.05% of 340,000 active; ABC-DLBCL IkBa-CBG/CBR reporter, luminescence ratio, 4 h; active = well fitted inhibition curve with a large enough effect in the signal ratio, with a control signal flat, not every such curve was filed as active; inconclusive = small, poorly fitted or top-dose-only effect, or effect the other way, or a change in a side signal; the % refers to the signal ratio;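 note: potency is the fitted concentration of half-maximal effect; plate controls were basal doxycycline-induced cells for no effect and cells given 10 µM MG132 for full effect; MG132 reads +100%, hits lower the ratio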
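TMD8 ABC-DLBCL cells carrying doxycycline-inducible green luciferase fused to IkappaBalpha plus unfused red luciferase were exposed to compounds (up to 46 uM) for 4 hrs at 37C. Activity came from the overlap-corrected green/red luminescence ratio.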
B2AR arrestin = qHTS assay of beta-arrestin-biased ligands of beta2-adrenergic receptor; beta-arrestin recruitment to beta2AR, cell-based reporter; 0.02% of 330,000 active; Beta-2 adrenergic receptor (Homo sapiens), P07550; Potency, µM (doses to about 46.1 µM), for inactives: top-dose activation, actives largely listed as activators;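 note: potency is the fitted concentration of half-maximal effect; 0% = DMSO controls and full agonism = EC100 isoproterenol or metaproterenol; nearly all actives have a fitted effect of over 65% in size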
Target sequence (P07550 whole entry, looked up): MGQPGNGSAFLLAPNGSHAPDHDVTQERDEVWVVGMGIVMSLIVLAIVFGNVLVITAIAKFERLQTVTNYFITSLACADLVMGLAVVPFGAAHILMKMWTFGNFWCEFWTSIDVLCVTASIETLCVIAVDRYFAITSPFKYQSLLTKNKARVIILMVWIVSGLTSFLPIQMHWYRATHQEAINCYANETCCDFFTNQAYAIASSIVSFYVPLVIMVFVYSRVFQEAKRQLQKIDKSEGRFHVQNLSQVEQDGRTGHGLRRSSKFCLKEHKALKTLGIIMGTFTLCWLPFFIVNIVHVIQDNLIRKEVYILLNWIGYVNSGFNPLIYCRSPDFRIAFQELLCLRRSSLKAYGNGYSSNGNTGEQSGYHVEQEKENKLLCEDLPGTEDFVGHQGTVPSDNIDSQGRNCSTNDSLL
PKM2 act = qHTS Assay for Activators of Human Muscle isoform 2 Pyruvate Kinase. Potency, µM (doses to about 57.5 µM), for the others: at the top dose activation, usual class: activators. purified PKM2, Kinase-Glo ATP luminescence, activation; response scale: 0% is enzyme alone, no compound. Pyruvate kinase PKM (Homo sapiens), P14618. AID 1631, 2009. 0.34% of 260,000 active; note: potency is the fitted concentration of half-maximal effect; nearly all actives have a fitted effect of over 55% in size
Target sequence (P14618 whole entry, looked up, canonical isoform): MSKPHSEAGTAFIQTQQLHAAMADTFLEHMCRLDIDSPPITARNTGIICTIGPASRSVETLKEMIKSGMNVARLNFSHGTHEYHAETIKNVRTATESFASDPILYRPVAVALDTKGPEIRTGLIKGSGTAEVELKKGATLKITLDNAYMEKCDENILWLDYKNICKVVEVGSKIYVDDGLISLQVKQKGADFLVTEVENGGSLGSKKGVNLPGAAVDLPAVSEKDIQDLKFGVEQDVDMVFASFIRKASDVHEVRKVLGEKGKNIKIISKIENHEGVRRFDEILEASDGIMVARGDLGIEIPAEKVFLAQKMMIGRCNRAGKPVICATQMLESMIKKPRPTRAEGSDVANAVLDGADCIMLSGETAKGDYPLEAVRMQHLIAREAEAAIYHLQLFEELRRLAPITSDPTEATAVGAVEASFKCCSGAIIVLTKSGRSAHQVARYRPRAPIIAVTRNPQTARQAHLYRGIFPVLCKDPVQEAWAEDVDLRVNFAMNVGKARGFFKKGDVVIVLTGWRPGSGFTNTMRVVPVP
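Purified hPK-M2 (>95% pure) converted ADP (0.1 mM final) to ATP with 0.5 mM PEP in 50 mM imidazole pH7.2, KCl, MgCl2, Tween 20, BSA; 1 h at room temperature. ATP detected by Kinase-Glo luminescence.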
Giardia kill = Small Molecules that selectively kill Giardia lamblia: qHTS; Giardia lamblia trophozoite viability; activity change, % at 7.66 µM, hits read low; 0.15% of 340,000 active; AID 540267, 2011; in the data active = activity change below about -80%; inconclusive = between about -30% and that limit;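 note: parasites exposed to compound for two days anaerobically before the ATP read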
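ATP-content bioluminescence gauges trophozoite survival. Cells (100/well) receive compound and incubate anaerobically for 48 hrs at 37 deg C; detection reagent follows for 15-30 min at room temperature.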
KCNH2 WT inh = qHTS for Inhibitors of KCHN2 3.1: Wildtype qHTS; Voltage-gated inwardly rectifying potassium channel KCNH2 (Homo sapiens), Q12809; U2OS, BacMam KCNH2, thallium flux FluxOr; hits give low values; activity change, % at 1.84 µM; 0.37% of 340,000 active; AID 720551, 2013;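 active = maximum activity change below -70%; inconclusive = maximum activity change between -70% and -50%; inactive = maximum activity change above -50%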
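U2OS cells were transduced with wild-type KCNH2 virus (2.03 x 10^8 / mL) for 4 h at room temperature, then cultured overnight at 37 C. Thallium flux was read with FluxOr dye. Rate constants were normalized to DMSO controls.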
An asterisk follows results filed as active; ? = inconclusive; . = no result given; [ ] = remark or other dose. Unless noted, calls come from the whole dose curve; as a rule, active = well fitted curve in the direction sought with a large enough effect; inconclusive = small, poorly fitted or top-dose-only effect, or another doubt; inactive = no such curve, though single readings can be large; an effect the other way counts as inactive or inconclusive. Unless noted, % is set by controls: 0 for no effect and ±100 for the full control effect.

SMILES	uPA surface inh	USP2a block	Eya2 phos inh	GALK inh	KCNH2 3.1 block	Coupling enz	Chronic BCR inh	B2AR arrestin	PKM2 act	Giardia kill	KCNH2 WT inh
S=C(NCCN1CCOCC1)Nc1cccc(Cl)c1	-4%	2%	2%	.	11	0	4%	0.1%	2%	-9	2
CCOc1cc(CNC(=O)CN2C(=O)c3ccccc3S2(=O)=O)ccc1OC	1%	-1%	0%	0%	0	0	5%	-0.9%	-2%	11	-6
Cc1ccc(-n2nnc3c(=O)n(CC(=O)N4CCCC4)cnc32)cc1	.	0%	1%	-3%	0	-1	8%	-0.3%	-13%	7	1
CCOC(=O)c1c(NC(=O)c2cccnc2Cl)sc(C(=O)N(C)C)c1C	-5%	3%	5%	.	20	0	?	0.5%	5%	17	-1
O=C(CN(Cc1ccco1)C(=O)CNS(=O)(=O)c1ccccc1)NC1CCCCC1	7%	0%	-7%	4%	-9	-2	2%	-0.1%	-1%	13	15
O=C(Nc1c(-c2cccs2)nc2ccccn12)c1ccccc1F	-6%	-2%	-3%	-2%	-5	1	-7%	-0.1%	-7%	0	-13
O=C(Cc1nc2ccccc2[nH]c1=O)c1ccccc1	-6%	7%	1%	7%	7	-2	.	-0.1%	.	-9	-6
Cc1oc2cc(Br)c(O)c(Br)c2c1C(=O)c1ccccc1	-1%	2%	9%	-2%	5	5	?	-0.2%	.	3	-10
COc1ccccc1NC(=O)CCS(=O)(=O)c1ccc2c(c1)oc(=O)n2C	4%	4%	7%	-2%	-3	.	-12%	0.0%	.	9	0
CCN1CCN(CC(=O)Nc2cc(C)on2)CC1	4%	1%	-3%	12%	17	2	0%	0.0%	-4%	1	7
Cc1cc(=O)oc2cc(OCC(=O)N3CCN(C(=O)c4ccco4)CC3)ccc12	6%	2%	-1%	1%	4	0	0%	0.1%	-3%	17	11
CC(=O)NCC(=O)OCC(=O)c1ccc(C)cc1	-3%	4%	4%	2%	2	2	-1%	0.3%	0%	-7	3
COc1ccc(C2=NN(c3ccccc3)C(=O)/C2=C\c2ccc(O)c(OC)c2)cc1	-1%	-7%	-3%	3%	-1	12	6%	0.1%	30%	3	27
O=C1CC(=O)C(n2cncn2)C(c2c(F)cccc2Cl)C1 (configuration not stated)	-1%	0%	16%	-3%	9	-2	?	-0.2%	15%	3	1
COc1cc(OC)c(OC)cc1CNC(=O)c1cc(=O)[nH]c2ccccc12	2%	3%	4%	0%	8	1	1%	0.2%	2%	-4	-1
COC(=O)[C@H](Cc1c[nH]c2ccccc12)NC(=O)Nc1ccccc1OC	5%	2%	-5%	-2%	-4	0	0%	-0.6%	2%	-21	-11
COc1ccc(S(=O)(=O)NCC(=O)N(CC(=O)NCC2CCCO2)c2c(C)cccc2C)cc1 (configuration not stated)	4%	2%	18%	-1%	-74*	1	-4%	0.3%	1%	4	2
O=C(CCCOc1ccccc1)Nc1cccc(S(=O)(=O)N2CCCCCC2)c1	7%	-1%	6%	.	7	.	-2%	0.2%	.	-9	-6
O=C(O)c1ccc(N/N=C/c2ccc(-c3cccc(Cl)c3)o2)cc1	-7%	-7%	-5%	.	-21	6	?	0.0%	1%	24	-17
Cc1noc(C)c1/C=N/Nc1ccccn1	3%	0%	-1%	-6%	-2	1	9%	0.2%	-3%	20	4
Cc1ccc(COc2cccc3c2CCN(Cc2ccc(F)cc2)C3=O)cc1	-5%	3%	8%	-3%	1	-1	?	0.0%	2%	-13	1
COc1ccc(C(=O)CSc2nnc(CN3CCCCC3)n2-c2ccc(Cl)cc2)cc1OC	-9%	-9%	-16%	-1%	4	0	-2%	-1.0%	7%	3	17
COc1ccccc1CC(NC(C)=O)C(=O)NC1CCN(S(=O)(=O)c2ccc(NC(C)=O)cc2)CC1 (configuration not stated)	5%	2%	-14%	-2%	3	0	-2%	-0.4%	.	-6	-3
Cc1ccc(-c2cc(C(F)(F)F)n3nc(C(=O)NCCCn4ccnc4)cc3n2)cc1C	.	-11%	-27%	-2%	-6	4	?	-0.1%	-4%	0	-11
O=C(CSc1ncn(-c2ccccc2)n1)Nc1nc2ccccc2s1	0%	0%	-11%	-3%	2	0	?	0.5%	-1%	-10	2

Other records
SMILES	uPA surface inh	USP2a block	Eya2 phos inh	GALK inh	KCNH2 3.1 block	Coupling enz	Chronic BCR inh	B2AR arrestin	PKM2 act	Giardia kill	KCNH2 WT inh
Cc1cc2cc(CCNC(=O)c3ccc(Br)o3)c(=O)[nH]c2cc1C	-5%	-1%	-1%	-3%	-15	-5	-1%	3.5%	2%	33[activator]	12
O=C1[C@H]2[C@@H](c3ccc(F)cc3)N3C(=O)N(c4ccccc4)C(=O)[C@@]3(Cc3ccc(Cl)cc3)[C@H]2C(=O)N1C1CCCCC1	55%[activator]	-2%	5%	.	-3	-4	15%	0.4%	0%	-7	-2
c1ccc(-n2nnnc2-n2ccnc2)cc1	5%	3%	-13%	0%	5	0	12%	0.5%	-7%	-13	0
CCOc1ccc(NC(=O)C2CCCN(S(=O)(=O)c3c(C)noc3C)C2)cc1 (configuration not stated)	1%	1%	-1%	-1%	11	0	2%	-1.1%	0%	-12	-18
CN1CC(COCc2ccccc2)Oc2ccccc2S1(=O)=O (configuration not stated)	-11%	-1%	-3%	.	-5	.	5%	-0.9%	.	38[activator]	-5
O=S(=O)(c1cccc2ccccc12)N1CCCCC1	-3%	0%	1%	3%	15	0	-6%	-1.2%	5%	4	2
O=C(COc1cccnc1[N+](=O)[O-])NCCc1ccc(Cl)cc1Cl	-2%	3%	0%	15%	1	0	0%	0.1%	-7%	?	-1
COc1ccccc1CNC(=O)c1ccc(OC(C)C)cc1	-1%	8%	-6%	2%	.	-4	-14%	0.5%	2%	12	16
Cc1ccc(Cl)cc1N1CCN(C(=S)NCCc2ccccc2)CC1	8%	1%	0%	2%	2	4	?	-0.2%	-5%	3	10
CC1=C(C)CC(C(=O)Nc2ccc(C(=O)N3CCOCC3)cc2)C(C(=O)O)C1 (configuration not stated)	0%	0%	4%	4%	3	2	-1%	0.3%	0%	-4	3
Cc1ccc(C(=O)NC(=S)Nc2ccc(-c3ccc(CO)o3)cc2)cc1	5%	-6%	6%	-2%	-6	-1	?	0.3%	?	-25	1
COc1ccc(CNC(=O)CSc2nnc(C)c(=O)[nH]2)cc1	4%	-4%	-5%	-2%	2	-3	-10%	-0.6%	-4%	17	26
COC(=O)c1cc2ccsc2n1CC(=O)N1CCCc2ccccc21	0%	-8%	-9%	1%	-8	-6	?	-0.3%	0%	-14	0
CCc1ccc(N2C(=O)Nc3ccc(Br)cc3C2(O)C(=O)NCCN(C)C)cc1 (configuration not stated)	2%	3%	1%	-2%	-15	-4	1%	-0.9%	.	9	-2
CC1CN(C(=O)NCc2ccccc2)c2cc(Cl)ccc2O1 (configuration not stated)	2%	3%	-24%	3%	-1	0	-1%	0.0%	.	22	11
Cc1cccc(NC(=O)CN(C)S(=O)(=O)c2cccc3cccnc23)c1C	5%	0%	-20%	-1%	-2	0	?	-1.6%	-2%	-6	0
Cc1ccc(S(=O)(=O)NC(CC(C)C)C(=O)NCCCn2nc(C)cc2C)cc1 (configuration not stated)	15%	0%	-4%	.	-41	.	5%	-0.1%	.	9	-9
Nc1nc(SCc2ccc([N+](=O)[O-])cc2)c2ncn(C3OC(CO)C(O)C3O)c2n1 (configuration not stated)	-1%	-1%	-7%	-1%	4	-7	?	-0.1%	-4%	-11	-25
CN(CC(=O)NCc1cccnc1)S(=O)(=O)c1ccc2c(c1)c(=O)n(C)c(=O)n2C	12%	-1%	-5%	2%	1	9	-16%	0.2%	-3%	-2	-3
Cc1noc(C)c1CSCC(=O)N(C)CC(=O)Nc1ccccc1Cl	10%	2%	3%	1%	6	.	1%	-0.2%	.	1	2
CCOc1cc(/C=C(\C#N)C(N)=O)ccc1OS(=O)(=O)c1ccccc1	-1%	0%	-7%	-3%	-4	-10	-2%	0.2%	14µM*	-8	-3
Cc1ccc(-c2csc3ncnc(NCCC(=O)O)c23)cc1C	0%	0%	11%	-1%	32	0	-1%	-0.2%	-5%	2	4
O=C(C1CCN(c2nnnn2-c2ccccc2)CC1)N1CCN(c2ccccc2)CC1	.	3%	-8%	0%	6	1	-4%	-0.1%	4%	-14	15
